HEK293 tox = HEK 293 cell cytotoxicity; hit rate 6.6% among 94,000; AID 1345083; HEK 293 viability, ATP luminescence (CellTiter-Glo), 48-72 h; Potency, µM (doses to about 115 µM), inactives show at the top dose activity change, negative = cytotoxicity, usual class: inhibitors; note: potency is the fitted concentration of half-maximal effect; nearly all actives have a fitted effect of over 60% in size
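CellTiter-Glo luminescence (cellular ATP) was read after 48 or 72 hr of compound exposure at 37 degree Celsius. Cells were HEK 293 plated at 250 cells/well.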
SNCA viab count = reduces viability of HEK-293 SNCA reporter cells | HEK-293-SNCA-luc viability, GF-AFC fluorescence, 24 h | Potency, µM (highest dose often 57.1 µM), for the others: at the highest dose activity change, negative = cytotoxicity, most hits filed as cytotoxic | hit rate 0.12% among 150,000;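 note: potency is the fitted concentration of half-maximal effect; 0% = DMSO-treated cells and -100% = medium-only wells without cells; nearly all actives have a fitted effect of over 30% in size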
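Cytotoxicity counterscreen: after 24 h compound treatment of genome-edited SNCA-luciferase HEK-293 cells, live-cell protease substrate GF-AFC read by fluorescence after 30 min; activity scaled between DMSO (0%) and medium-only (-100%), curves Hill-fitted.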
GPT2 inhibitor = blocks human glutamate pyruvate transaminase 2 | Q8TD30 | Recombinant GPT2, coupled pyruvate oxidase/HRP Amplex Red fluorescence | Potency, µM (highest dose often 57.7 µM), without a hit: top-dose activity change, negative = inhibition, usual class: inhibitors | hit rate 0.25% among 100,000 | AID 1671188; note: potency is the fitted concentration of half-maximal effect; nearly all actives have a fitted effect of over 60% in size; many of its hits are not listed in these tables
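Fluorescence read-out: pyruvate from GPT2 turnover coupled to pyruvate oxidase, HRP and Amplex Red (0.2mM ThPP, 0.2U/mL PO and HRP, 50uM Amplex final). Substrates 250uM a-KG, 2mM L-alanine; enzyme 10ng/uL; 30 min RT.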
FLuc inh = inhibitors of firefly (Photinus pyralis) luciferase; Potency, µM (doses to about 115 µM), without a hit: at the top dose activity change, negative = inhibition, most hits filed as inhibitors; AID 1347043; purified P. pyralis luciferase, luminescence, biochemical; hit rate 2.5% among 76,000; note: potency is the fitted concentration of half-maximal effect; nearly all actives have a fitted effect of over 65% in size
Target sequence (P08659 whole entry, looked up): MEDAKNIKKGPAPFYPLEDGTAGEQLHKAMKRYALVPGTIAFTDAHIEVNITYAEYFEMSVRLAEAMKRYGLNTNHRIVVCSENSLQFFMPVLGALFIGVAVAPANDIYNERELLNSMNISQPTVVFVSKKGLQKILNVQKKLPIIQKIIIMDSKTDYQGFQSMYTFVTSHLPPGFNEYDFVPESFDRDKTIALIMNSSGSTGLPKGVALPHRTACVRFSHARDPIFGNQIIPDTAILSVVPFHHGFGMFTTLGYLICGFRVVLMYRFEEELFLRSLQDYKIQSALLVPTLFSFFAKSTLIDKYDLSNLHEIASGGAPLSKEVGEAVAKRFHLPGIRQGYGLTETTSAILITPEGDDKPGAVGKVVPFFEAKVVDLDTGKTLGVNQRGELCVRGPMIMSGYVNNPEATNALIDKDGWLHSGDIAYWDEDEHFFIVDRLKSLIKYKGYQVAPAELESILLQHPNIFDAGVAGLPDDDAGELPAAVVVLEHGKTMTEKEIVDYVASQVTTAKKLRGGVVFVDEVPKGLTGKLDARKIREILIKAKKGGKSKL
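Inhibitors were tested against purified firefly luciferase in a biochemical, low-substrate format (both substrates at 10uM) and luminescence measured with a CCD imager.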
3T3 cytotox = NIH 3T3 cell cytotoxicity | NIH 3T3 viability, CellTiter-Glo ATP luminescence, 48-72 h | Potency, µM (titrated, usually from 96.7 µM), for inactives: at the highest dose activity change, negative = cytotoxicity, most hits filed as inhibitors | hit rate 4.3% among 94,000 | AID 1345082; note: potency is the fitted concentration of half-maximal effect; nearly all actives have a fitted effect of over 55% in size
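Luminescent ATP readout (CellTiter-Glo, 10 min RT) after 48 or 72 hr compound exposure of NIH 3T3 cells seeded at 400 cells/well in 1536-well format; quantitative HTS.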
SNCA expr inhib = reduces expression of the alpha-synuclein gene. HEK-293 SNCA-luciferase knock-in, luminescence, 24 h. Potency, µM (doses to about 57.2 µM), inactives show at the top dose activity change, negative = inhibition, most hits filed as inhibitors. hit rate 0.17% among 140,000. AID 1671194;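 note: potency is the fitted concentration of half-maximal effect; plate controls were DMSO cells for no effect and cell-free wells for full effect; nearly all actives have a fitted effect of over 45% in size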
IP6K1 inh = blocks human inositol hexakisphosphate kinase 1. Q92551. IP6K1 kinase, ADP-Glo luminescence, 2 h; active compounds read low. activity change, % (series mostly up to about 58 µM). hit rate 0.81% among 140,000. AID 1645851; in the data active = activity change below about -25%
Target sequence (Q92551 whole entry, looked up): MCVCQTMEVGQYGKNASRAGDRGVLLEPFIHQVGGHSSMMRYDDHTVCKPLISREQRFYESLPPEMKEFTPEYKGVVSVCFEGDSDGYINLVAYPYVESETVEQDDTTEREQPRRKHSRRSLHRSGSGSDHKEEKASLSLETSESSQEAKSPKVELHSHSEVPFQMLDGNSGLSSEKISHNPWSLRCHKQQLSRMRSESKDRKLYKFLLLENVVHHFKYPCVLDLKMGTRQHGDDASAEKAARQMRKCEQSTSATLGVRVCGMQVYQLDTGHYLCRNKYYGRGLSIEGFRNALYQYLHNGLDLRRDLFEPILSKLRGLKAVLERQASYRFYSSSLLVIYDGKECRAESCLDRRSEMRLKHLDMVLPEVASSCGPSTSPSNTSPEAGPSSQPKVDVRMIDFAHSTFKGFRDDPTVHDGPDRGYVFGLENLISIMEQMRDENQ
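ADP-Glo luminescence measures ADP made by human IP6K1 during a 2 h RT reaction with ATP/IP6 (mix at 1.3 mM/130 uM); top library doses 57.5 and 19.1 uM final.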
The depositor's hits bear a star; i = inactive; ? = inconclusive; · = not tested or not shown; & = joins results of further samples; [ ] = remark or other dose. Unless noted, calls come from the whole dose curve; as a rule, active = well fitted curve in the direction sought with a large enough effect; inconclusive = small, poorly fitted or top-dose-only effect, or another doubt; inactive = no such curve, though single readings can be large; an effect the other way counts as inactive or inconclusive. Unless noted, % is set by controls: 0 for no effect and ±100 for the full control effect.

The line under a structure holds: SNCA expr inhib, HEK293 tox, IP6K1 inh, FLuc inh, 3T3 cytotox, GPT2 inhibitor, SNCA viab count
CCCC(O)CN1CCC(=O)N(Cc2ccccc2)Cc2ccccc21 (stereo not given)
→ ·, ?, -6, ·, -11%, ·, ·
Cc1cccc2nc(C(=O)N3CCC(=O)N(CC4CC4)C(C(C)C)C3)cn12 (stereo not given)
→ 38%[activator], 3%, -8, 0%, -7%, -27%, -2%
NC1(C(=O)N2CCCC(N3CCN(Cc4ccc5c(c4)OCO5)CC3)C2)CC1 (stereo not given)
→ 25%, ?, -12, -2%, -29%, -26%, 0%
Cc1ccc(CN2C(=O)COC[C@H]2C(=O)N2CCN(c3ccccc3F)CC2)cc1
→ -4%, -9%, -1, 13%, -7%, 2%, 3%
COCCn1c(C)cnc1CCNC(=O)c1cccc(C)c1
→ 37%[activator], ?, 5, -14%, i, i, 3%
COc1ccc(NC(=O)CSC2=Nc3ccccc3C3=NC(CC(=O)NCCc4ccccc4)C(=O)N23)cc1 (stereo not given)
→ 31%[activator], ·, 3, ·, ·, ·, ?
O=C(Nc1cccc(Cl)c1)c1nc2sccn2c1-c1ccncc1
→ 5%, ?, 8, ·, ?, -11%, -4%
CCOC(=O)c1cnc2ccc(OC)cc2c1NCCc1ccc(OC)c(OC)c1
→ -5%, ·, -8, ·, ·, ·, 14%
CCn1c(SCC(=O)Nc2cc(Cl)ccc2OC)nc2c([nH]c3ccccc32)c1=O
→ 7%, ·, -6, ·, ·, ·, 1%
O=C(O)c1cccc(CC2CCN(C(=O)C3CCC(O)CC3)C2)c1 (stereo not given)
→ -4%, -15%, 0, ?, -4%, i, -4%
CN(C)C(=O)N1CCN(C(=O)c2nc3cccnc3n(CCc3ccccc3)c2=O)CC1
→ -1%, i, 21, ·, -6%, 3%, 5%
COCC(NC(=O)c1csc(-c2cccs2)n1)c1ccnn1C (stereo not given)
→ 14%, 4%, -9, 3%, -19%, ?, 3%
O=C(c1ccc(Cl)cc1)N1CC2(CCN(Cc3ccccn3)CC2)Cc2ccccc21
→ -1%, ?, 6, ·, ?, -2%, ?
CN1CCC(C(=O)N2CCC3(CC2)CN(C(=O)Cc2ccc(Cl)cc2)CCO3)CC1
→ 16%, -2%, -2, ·, i, -11%, 6%
NC[C@H]1O[C@H](O[C@H]2[C@H](O)[C@@H](O[C@H]3O[C@H](CO)[C@@H](O)[C@H](N)[C@H]3O)[C@H](N)C[C@@H]2N)[C@H](N)[C@@H](O)[C@@H]1O
→ -34%[17 µM], ·, 8, ·, ·, ?, -11%[12.5 µM]
OCC1CCN(Cc2cc3cc4c(cc3nc2-c2ccc(Cl)cc2)OCO4)CC1
→ -3%, ?, -17, 32µM*, ?, i, -10%
COc1ccc(NC(=O)Cn2c(=O)n(CCCC(=O)NCCc3ccc(C)cc3)c(=O)c3ccccc32)cc1Cl
→ 4%, ·, -16, ·, ·, ·, -18%
O=C1CCN(CC(O)COCc2ccco2)c2ccc(F)cc2CN1Cc1ccco1 (stereo not given)
→ ·, ?, -3, ·, ?, ·, ·
COc1ccc(Cn2ccnc2SCC(=O)Nc2cc(C(F)(F)F)ccc2Cl)cc1
→ 23%, ·, -10, ·, ·, ·, -4%
CCN(CC)c1ccc(NS(=O)(=O)c2ccc(-c3cnc(C4CC4)o3)cc2)c(C)c1
→ ?, ·, -15, ·, ·, ·, -17%

Further compounds.
The line under a structure holds: SNCA expr inhib, HEK293 tox, IP6K1 inh, FLuc inh, 3T3 cytotox, GPT2 inhibitor, SNCA viab count
O=C(NCc1cccc(Cl)c1)C1CCN(C(=O)c2ccc(-c3cccs3)cc2)CC1
→ ·, ?, -2, ·, ?, ·, ·
O=C1NC2(CCN(Cc3ccccc3C(F)(F)F)CC2)Oc2ccccc21
→ -28%, 40µM*, 20, 5%, ?, 4%, -6%
C/C=C/C(O)C1OC(=O)CC1Nc1ccc(C(=O)O)cc1 (stereo not given)
→ ·, ·, -11, ·, ·, -11%, -16%
O=C(N[C@@H]1CN(C(=O)c2[nH]nc3c2CCc2ccccc2-3)CC[C@@H]1CO)c1ccccc1
→ 41%[activator], 4%, 7, -8%, -8%, -12%, -13%[12.5 µM]
CCCn1c(C)cnc1C1CCNC1 (stereo not given)
→ 34%[activator], -3%, 9, 2%, 3%, i, 8%
CNC(=O)[C@@H]1C[C@H](Oc2ccccc2)CN1C(=O)CCOC
→ 29%, -9%, 9, -2%, -6%, i, -4%
Cc1ccc(OCC(=O)Nc2ccc(-c3nc4ccc(C)cc4o3)cc2)cc1
→ 24%, ·, -1, ·, ·, ·, 3%
CN1CCN(C(=O)Cn2ncc3c4ccccc4n(Cc4ccc(Cl)cc4)c3c2=O)CC1
→ -4%, ·, 16, ·, ·, ·, -9%
COCCNC(=O)[C@@H]1CCC[C@@H](NCc2ccc(OC)cc2)CN(C)C(=O)C1
→ -11%[87.6 µM], i, -17, 11%[172 µM], i, i, 5%[87.6 µM]
COCCOC(=O)C1=C(C)N=C2SC=C(CC(=O)N3CCOCC3)N2C1c1cccc(OC)c1 (stereo not given)
→ 6%, ?, 19, -8%, -28%, i, -4%
O=C(c1ccccc1)N1CCC2(CC1)C(=O)NN=C2c1ccncc1
→ ?, -22%[172 µM], -6, -8%[172 µM], -14%[138 µM], i, 11%[87.6 µM]
CCOC(=O)c1c(NC(C)=O)c2c3c(sc2n1Cc1nc(-c2ccccc2OCC)oc1C)CCCC3
→ 6%, ·, 24, ·, ·, ·, 1%
CNCc1cn(C[C@H]2O[C@@H](CC(=O)N3CCN(c4ccccc4)CC3)[C@H](O)[C@@H]2O)nn1
→ 0%[87.6 µM], -4%[172 µM], 12, 12%[172 µM], -16%[174 µM], 2%[88.5 µM], -3%[87.6 µM]
Cc1ccsc1C(=O)N1CCC[C@H](n2c(=O)n(CC3CC3)c3cccnc32)C1
→ -19%, 25µM*, 39, -3%, ?, i, -8%
Cc1cnc(C2CCOCC2)n1CC1CCN(C(=O)CC2CCCC2)CC1
→ ?, 1%, 14, 6%, 0%, -3%, -9%
CN(C)Cc1nnc(C2CCCN(C(=O)c3cccc(N(C)C)c3)C2)n1C (stereo not given)
→ 16%, 4%, -7, 1%, 2%, i, 2%
CC(C)OC(=O)C(C(=O)OC(C)C)=C1SC=CS1
→ -7%, ·, 21, ·, ·, 0%&-14%, -5%
O=C(NCc1ccccc1)C1CCN(C(=O)c2nnn3c2COC(c2ccc(F)cc2)C3)CC1 (stereo not given)
→ 1%, 11%, -4, -12%, -16%, i, -4%
Cc1noc(C)c1S(=O)(=O)N(CC(=O)NCCc1ccc(Cl)cc1)c1ccc(C(C)C)cc1
→ 11%, ·, -11, ·, ·, ·, 3%
Fc1ccccc1CC1CCN(CC2[C@H]3CNC[C@@H]23)CC1 (stereo not given in full)
→ 9%, ?, 8, 3%, 35µM*, i, 4%

Additional records.
The line under a structure holds: SNCA expr inhib, HEK293 tox, IP6K1 inh, FLuc inh, 3T3 cytotox, GPT2 inhibitor, SNCA viab count
CCCc1nnc(NC(=O)c2cc(=O)c3ccccc3o2)s1
→ 19%, ·, 16, ·, ·, ·, -3%
CC1CCN(Cc2nnnn2CCCC(=O)N2CCN(CCO)CC2)CC1
→ -16%, i, 3, 1%, 0%, i, 4%
COc1ccc2c(c1)c1c(c(=O)n(Cc3ccccc3)c(=O)n1CC(=O)Nc1ccc(C)cc1C)n2C
→ 4%, ·, -4, ·, ·, ·, -5%
C=CCNC(=O)N1CCCC1C(=O)Nc1cccc(-n2cccn2)c1 (stereo not given)
→ -7%, -5%, 9, -8%, i, 5%, 5%
COc1ccccc1-c1cccc(C(=O)N2CCC[C@H]2C(=O)NCc2ccccn2)c1
→ -1%, -16%, 8, ·, -10%, i, -3%[12.5 µM]
O=C(c1ccccc1)N1CCC(n2cc(-c3nc(-c4ccccc4)no3)nn2)C1 (stereo not given)
→ 4%, ?, -16, ?, ?, i, 10%

12 structures already listed, ordered by count of non-hydrogen atoms, smallest number first:
The line under a structure holds: SNCA expr inhib, HEK293 tox, IP6K1 inh, FLuc inh, 3T3 cytotox, GPT2 inhibitor, SNCA viab count
CCCn1c(C)cnc1C1CCNC1 (stereo not given)
→ 34%[activator], -3%, 9, 2%, 3%, i, 8%
CNC(=O)[C@@H]1C[C@H](Oc2ccccc2)CN1C(=O)CCOC
→ 29%, -9%, 9, -2%, -6%, i, -4%
COCC(NC(=O)c1csc(-c2cccs2)n1)c1ccnn1C (stereo not given)
→ 14%, 4%, -9, 3%, -19%, ?, 3%
O=C(O)c1cccc(CC2CCN(C(=O)C3CCC(O)CC3)C2)c1 (stereo not given)
→ -4%, -15%, 0, ?, -4%, i, -4%
Cc1cnc(C2CCOCC2)n1CC1CCN(C(=O)CC2CCCC2)CC1
→ ?, 1%, 14, 6%, 0%, -3%, -9%
Cc1ccc(OCC(=O)Nc2ccc(-c3nc4ccc(C)cc4o3)cc2)cc1
→ 24%, ·, -1, ·, ·, ·, 3%
OCC1CCN(Cc2cc3cc4c(cc3nc2-c2ccc(Cl)cc2)OCO4)CC1
→ -3%, ?, -17, 32µM*, ?, i, -10%
Cc1ccc(CN2C(=O)COC[C@H]2C(=O)N2CCN(c3ccccc3F)CC2)cc1
→ -4%, -9%, -1, 13%, -7%, 2%, 3%
COc1ccccc1-c1cccc(C(=O)N2CCC[C@H]2C(=O)NCc2ccccn2)c1
→ -1%, -16%, 8, ·, -10%, i, -3%[12.5 µM]
CCOC(=O)c1c(NC(C)=O)c2c3c(sc2n1Cc1nc(-c2ccccc2OCC)oc1C)CCCC3
→ 6%, ·, 24, ·, ·, ·, 1%
COc1ccc(NC(=O)CSC2=Nc3ccccc3C3=NC(CC(=O)NCCc4ccccc4)C(=O)N23)cc1 (stereo not given)
→ 31%[activator], ·, 3, ·, ·, ·, ?
COc1ccc(NC(=O)Cn2c(=O)n(CCCC(=O)NCCc3ccc(C)cc3)c(=O)c3ccccc32)cc1Cl
→ 4%, ·, -16, ·, ·, ·, -18%

Compound activity deposited in PubChem BioAssay by National Center for Advancing Translational Sciences (NCATS).

Only part of the results is shown; count on the stated rates, not on these rows.
